Compound activity (PubChem)
A549 tox – counter-screen for Nrf2 inhibitors: cytotoxicity in A549 cells; A549 ARE-Fluc cells, CellTiter-Fluor viability, 18-24 h; Potency, µM (top dose mostly 46 µM), for the others: at the highest dose activity change, negative = cytotoxicity, usual class: inhibitors; 390,000 tested, 0.16% active; also: potency is read from the fitted curve at half-maximal effect; % is scaled to controls: 0 for no effect and ±100 for the full control effect
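Cytotoxicity counterscreen: CellTiter-Fluor fluorescence was measured in A549 ARE_Fluc cells after 18-24 h of compound exposure in a concentration series. The subsequent BugLite luminescent read reports ARE-luciferase activity.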
HepG2 tox – kills HepG2 cells in TGF-b inhibitor counter-screen; Potency, µM (titrated, usually from 46.1 µM), for inactives: at the top dose activity change, negative = cytotoxicity, usual class: cytotoxic; HepG2 CAGA-GFP viability, ATP luminescence, 18 h; 410,000 tested, 0.76% active; also: potency is read from the fitted curve at half-maximal effect; some results filed as inactive show a strong effect at the top dose
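HepG2 CAGA-GFP cells (1000/well, DMEM with 1% FBS) received compound, then TGF-beta at 500 pg/mL final, and were incubated 18 hours at 37 degrees C. Viability was read by CellTiter-Glo luminescence. Media-only wells were set as complete cell-killing and DMSO as no toxicity.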
MmCpn inh – M. maripaludis TRiC chaperonin inhibition; purified Mm-Cpn ATPase, ADP Transcreener TR-FRET; Potency, µM (doses to about 76.9 µM), for the others: top-dose activity, negative = inhibition, most hits filed as inhibitors; 330,000 tested, 0.031% active; also: potency is read from the fitted curve at half-maximal effect; % is scaled to controls: 0 for no effect and ±100 for the full control effect; nearly all actives have a fitted effect of over 80% in size
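Measured: ADP formation by purified Mm-CPN. Conditions: 25 nM protein, 10 uM ATP, Tris pH 7.4 with Mg2+, K+ and DTT, 37°C for 30 min. Detection: Transcreener HTRF after 30 min at room temperature.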
CCT modulator – changes cytosolic chaperonin activity. activity change, % (concentration not given with the values), hits read low. 360,000 tested, 0.3% active. purified chaperonin ATPase assay, HTRF ADP detection, 30 min. AID 651819; in the data active = activity change below about -30%; also: % is scaled to controls: 0 for no effect and ±100 for the full control effect
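Enzyme 40 or 20 nM (batch-dependent) in Tris pH 7.4/KCl/MgCl2/DTT; cpd 76 uM single point; ATP 10 uM; 30 min 37 °C; Transcreener ADP HTRF detection, 30 min RT; ratio 665/615.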
Nrf2 inh – blocks Nrf2 signaling; A549 ARE-Fluc reporter, luciferase luminescence, 18-24 h; 360,000 tested, 2.1% active; Potency, µM (highest dose often 46 µM), inactives show top-dose activity change, negative = inhibition, usual class: inhibitors; also: potency is read from the fitted curve at half-maximal effect; % is scaled to controls: 0 for no effect and ±100 for the full control effect; nearly all actives have a fitted effect of over 60% in size
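Quantitative HTS in A549 cells stably bearing an antioxidant response element-firefly luciferase construct. Inhibition of Nrf2-driven transcription was scored by luminescence after 18-24 h of compound exposure at 37 °C.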
Nrf2 ARE act – activators of Nrf2 (ARE) signaling | Potency, µM (highest dose often 46.1 µM), for inactives: at the top dose activation, actives largely listed as activators | AID 624171 | 410,000 tested, 0.31% active | AREc32 ARE-luciferase reporter (MCF7-derived line), luminescence, 24 h; also: potency is read from the fitted curve at half-maximal effect; % of control where 0% means no effect; nearly all actives have a fitted effect of over 65% in size
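AREc32_Fluc, 1000 cells/well, OPTI-MEM + 5% FBS, o/n 37 deg C 5% CO2; 23 nL cpd by pin tool, 24 hr; Steady-Glo 30 min RT, luminescence.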
Abeta yeast res – restores growth of yeast expressing A-beta42 peptide. Potency, µM (titrated, usually from 46.1 µM), without a hit: at the top dose growth rescue, most hits filed as activators. yeast expressing A-beta42, growth rescue, OD600, 48 h; response scale: 0% DMSO, 100% iron-clioquinol control. AID 1347071. 410,000 tested, 0.063% active; also: potency is read from the fitted curve at half-maximal effect; nearly all actives have a fitted effect of over 55% in size
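Growth rescue measured by 600 nm absorbance after 48 h yeast culture at 30 C with compound. Values normalized between DMSO and an equimolar ferric chloride plus clioquinol control.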
TGFb SMAD3 inh – blocks TGF-b signaling; HepG2 CAGA-GFP TGF-b/SMAD3 reporter, GFP fluorescence, 18 h; TGF-beta stimulated, 500 pg/mL final; Potency, µM (titrated, usually from 46.1 µM), inactives show top-dose activity, negative = inhibition, usual class: inhibitors; 410,000 tested, 1.2% active; AID 588855; also: potency is read from the fitted curve at half-maximal effect; % is scaled to controls: 0 for no effect and ±100 for the full control effect; nearly all actives have a fitted effect of over 65% in size
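HEPG2 CAGA-GFP, 1000 cells/well; 2 h settle, 37 C; cpd via pin tool; TGF-b 500 pg/mL final; 18 h, 37 C; GFP imaging ex488/em500-530; %Activity normalised to -TGF-b and +DMSO controls; CRC fit, curve class.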
pAkt inh – inhibitors of Akt phosphorylation; Neuro2A IGF-stimulated pAkt S473 HTRF, 20 min; hits give low values; activity change, % for hits at 50 µM; 360,000 tested, 0.32% active; in the data active = activity change below about -80%; inconclusive = mostly about -51% to -80%; also: % is scaled to controls: 0 for no effect and ±100 for the full control effect
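Single-point screen (50 µM final compound) in Neuro2A cells stimulated 20 min with 6 nM IGF at 37 deg C. After lysis, Ser473-phosphorylated Akt read by HTRF (ex 330 nm, em 615/665 nm) as the 665/615 ratio.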
Starred values were filed as active, the others as inactive; i = inactive; ? = inconclusive; · = no result given; & = joins results of further samples; [ ] = another dose, or the depositor's remark. Unless noted, calls follow the shape of the dose curve; as a rule, active = well fitted curve in the direction sought with a large enough effect; inconclusive = small, poorly fitted or top-dose-only effect, or another doubt; inactive = no such curve, though single readings can be large; an effect the other way counts as inactive or inconclusive.

A first look, 2 compounds:
SMILES | A549 tox | HepG2 tox | MmCpn inh | CCT modulator | Nrf2 inh | Nrf2 ARE act | Abeta yeast res | TGFb SMAD3 inh | pAkt inh
Cc1ccccc1OCc1nc2ccc(S(=O)(=O)N3CCOCC3)cc2[nH]1 | 0% | -7% | 0% | 0.4 | 0% | -0.1% | 2% | ? | i
Nc1ncnc2c1ncn2[C@H]1C[C@H](O)[C@@H](COP(=O)(O)O)O1 | -9% | 29% | -1% | -1.0 | ? | 0.0% | -17% | 32% | i

The listing, repeating the preview:
SMILES | A549 tox | HepG2 tox | MmCpn inh | CCT modulator | Nrf2 inh | Nrf2 ARE act | Abeta yeast res | TGFb SMAD3 inh | pAkt inh
Cc1ccccc1OCc1nc2ccc(S(=O)(=O)N3CCOCC3)cc2[nH]1 | 0% | -7% | 0% | 0.4 | 0% | -0.1% | 2% | ? | i
Nc1ncnc2c1ncn2[C@H]1C[C@H](O)[C@@H](COP(=O)(O)O)O1 | -9% | 29% | -1% | -1.0 | ? | 0.0% | -17% | 32% | i
Cn1sc(NC(=O)c2ccccc2)nc1=O | 0% | -31% | 0% | 0.7 | 15% | 7.2% | 11% | -2% | i
CCCCNC(=S)Nc1ccccc1F | -8% | 10% | 2% | -2.4 | -1% | -0.2% | ? | -12% | i
CCc1ccccc1NC(=O)CSc1nnc(Cn2nnc3ccccc32)n1C | -1% | -14% | -1% | -5.5 | -6% | -0.5% | 6% | 14% | i
O=C(NCc1ccco1)Nc1ccc(Br)cc1Cl | 5% | 1% | 1% | -2.1 | · | 18% | -5% | 5% | i
O=C1Nc2ccccc2C1(O)c1ccccc1 (stereo unspecified) | 1% | -1% | 1% | 1.2 | 12% | -0.5% | -18% | 1% | i
COc1ccc(/C=C2/CCCC(CN(C)C)C2=O)cc1 (stereo unspecified) | 0% | -33% | · | -0.3 | 8% | 10µM* | -13% | 6.3µM* | i
O=C(NCc1ccco1)c1ccccc1O | 2% | 0% | 0% | -2.5 | 3% | 20% | -5% | 20% | i
COc1ccccc1C(=O)OCc1cc(=O)n2c(C)csc2n1 | 11% | 1% | · | · | ? | 4.4% | -10% | -2% | ·
Cc1ccc(NC(=O)c2cnccn2)cc1C | 0% | -14% | 1% | -1.4 | ? | 3.6% | -16% | 23% | i
CC(c1cccs1)N(C(=O)Nc1ccccc1)C1CCCCC1 (stereo unspecified) | 2% | -23% | 1% | 0.5 | 11% | -0.2% | -10% | -1% | i
CCn1c(=O)n(C)c2c(=O)n(C)c(=O)n(C)c21 | 11% | 1% | · | -1.0 | -16% | -0.3% | -12% | 35%[activator] | i
O=S1(=O)C=CC(Nc2cccc(Cl)c2)C1 (stereo unspecified) | -3% | -3% | -2% | -0.8 | -21% | 6.1% | 26% | 1% | i
CS(=O)(=O)N1CCN(C(=S)NCc2ccc(F)cc2)CC1 | 11% | -10% | 0% | 0.2 | -2% | 0.1%[9.22 µM] | -7% | ? | i
O=C(CCCCO)c1ccc(O)c(Cl)c1 | 0% | 2% | 0% | 2.0 | 9% | 0.2% | -7% | 16% | i
Cc1cc(Cl)c2ccc(Cl)cc2n1 | -3% | 0% | 0% | -0.7 | 1% | 2.9% | 24% | -9% | i
COc1ccc(-c2nnc(SCC(=O)NCCc3ccccc3)nc2-c2ccc(OC)cc2)cc1 | 11% | 6% | · | · | · | 4.1% | -6% | 0% | ·
N#Cc1ccccc1OCCCN1CCC(C(O)(c2ccccc2)c2ccccc2)CC1 | · | · | · | -1.3 | · | 5.1% | 3% | · | i
CN(CC(=O)Nc1ccccc1Br)C(=O)Cn1[nH]c(=O)c2ccccc2c1=O | 10% | -11% | 2% | 1.8 | ? | 0.1% | -6% | -4% | i
NC(=O)c1c(NC(=O)C(=O)N2CCOCC2)sc2c1CCC2 | -3% | 1% | -2% | -3.2 | ? | -0.7% | -14% | 9% | i
O=C(c1ccc(COc2ccc(Cl)cc2)o1)N1CCN(Cc2ccc3c(c2)OCO3)CC1 | -20% | 2% | -2% | 1.3 | 23µM* | 3.3% | 15% | -9% | i
Oc1cc(-c2cccnc2)cc2cccnc12 | 0% | -46% | 3%&-3% | · | -6% | 12% | ? | ? | ·
CCc1ccc(S(=O)(=O)c2cnc3ccc(OC)cc3c2N2CCCC(C)C2)cc1 (stereo unspecified) | -3% | -40% | · | · | -17% | 5.8% | -4% | -7% | ·
CCn1cc(C(=O)N2CCN(c3cc(Cl)ccc3C)CC2)c(=O)c2cc(S(=O)(=O)N3CCCCC3)ccc21 | 10% | -6% | · | · | 2% | 0.2% | -13% | -24% | ·
O=C(NC1=NCCS1)c1ccccc1Cl | -1% | -5% | -5% | 3.9 | 12% | 0.2% | -3% | 2% | i
Cn1nc(C(C)(C)C)c([N+](=O)[O-])c1C(=O)Nc1cccc2ccccc12 | 11% | -58% | 1% | -2.5 | -3% | 0.2% | 10% | ? | i
COc1ccccc1CNS(=O)(=O)c1ccc(S(=O)(=O)NC2CC2)cc1 | 7% | 8% | 2% | -0.9 | 3% | 0.2% | -20% | ? | i
Cc1cc(C)n(-c2cccc3cccnc23)n1 | -1% | -9% | 1% | -2.4 | 9% | 0.2% | 8% | -8% | i
CC(OC(=O)C1CCN(c2ccc(C(F)(F)F)cn2)CC1)C(=O)Nc1cccc([N+](=O)[O-])c1 (stereo unspecified) | -2% | -46% | 3% | 0.7 | 1% | 3.0% | 6% | ? | i
O=C(Nc1ccc(Cl)cc1)c1ccc2ncsc2c1 | -8% | -25% | 1% | 1.8 | ? | 11% | -2% | -7% | i
CCN(CC)C(=O)C1=C(C)N(CCCN2CCCC2=O)C(=O)C(CC(=O)NC2CCCC2)C1 (stereo unspecified) | · | 5% | · | -0.5 | · | 0.2% | -9% | -1% | i
C[C@@H]1CN([C@H](C)CO)C(=O)c2cc(NC(=O)Nc3ccc(F)cc3)ccc2O[C@@H](C)CCCCO[C@H]1CN(C)S(=O)(=O)c1ccc(Cl)cc1 | · | -3% | · | 1.0 | · | 0.3% | -17% | ? | i
O=C(NCC(c1ccco1)N1CCCCC1)c1cnc(Cl)c(Cl)c1 (stereo unspecified) | -1% | -2% | -1% | -0.8 | 3% | 6.1% | 2% | 1% | i
CCCN(C(=O)c1cc2c(=O)oc3ccc(C)cc3c2s1)c1ccc(OCC)cc1 | -4% | -1% | · | · | 22% | -1.2% | -5% | 4% | ·
CC(=O)c1c(C)nc(-c2ccc(Cl)cc2)nc1N=CN(C)C | 0% | -8% | -7% | -0.4 | ? | 6.9% | -2% | 7% | i
Cc1ccc(OCCOCCn2cnc3ccccc3c2=O)c([N+](=O)[O-])c1 | -6% | -1% | 1% | -3.0 | -8% | 2.4% | 3% | 9% | i
CC1(C)CC2(CCCN3C(=O)CSC32)CCS1 (stereo unspecified) | 4% | 0% | -5% | -0.8 | 9% | -1.2% | -9% | 4% | i
COc1ccc(S(=O)(=O)N2CCC(C(=O)NCc3cccnc3)CC2)cc1Cl | 3% | -3% | 0% | 1.9 | -6% | -0.3% | -8% | -20% | i
Cc1cccc(N2C(=O)N(c3ccccc3C)C3CS(=O)(=O)CC32)c1 (stereo unspecified) | 1% | 23% | · | -1.6 | · | -0.7% | -4%[9.22 µM] | 37%[activator] | i
Cc1ccccc1NC(=O)CC1SC(=O)N(c2ccccc2)C1=O (stereo unspecified) | -1% | -24% | -1% | -2.0 | ? | 5.4% | -16% | -27% | i
Cc1nn(Cc2c(F)c(F)c(F)c(F)c2F)c(C)c1NC(=O)c1c([N+](=O)[O-])cnn1C | -3% | -2% | -4% | -0.1 | · | 1.7% | 13% | -11% | i
Cc1cc(=O)n(-c2ccc(Cl)cc2)c(=O)[nH]1 | 0% | 1% | 2% | -0.8 | 1% | 2.2% | -3% | 1% | i
O=C(CN1C(=O)/C(=C/c2ccc(Cl)cc2)SC1=S)NC1C=CS(=O)(=O)C1 (stereo unspecified) | 7% | -7% | -1% | -0.6 | ? | 3.6% | -22% | 1% | ·
O=C(CCN1C(=O)/C(=C/c2ccccc2)SC1=S)Nc1cccnc1 | 0% | -24% | 0% | 2.2 | 9% | -0.5% | -5% | -14% | i
O=S(=O)(Nc1ccccc1Cl)c1ccc(-c2ccccn2)s1 | 1% | -9% | · | 1.4 | -25% | -0.4% | -9% | -12% | i
OC(CN1CCCC1)Cn1ccc2ccccc21 (stereo unspecified) | 0% | -8% | -1% | 1.5 | 1% | -0.4% | -1% | -12% | i
CCOC(=O)c1nnn(-c2nonc2N)c1CS(=O)(=O)c1ccccc1 | 2% | -32% | -1% | -0.3 | -2% | 0.1% | 4% | -9% | i
COc1ccc2nc(NC(=O)CSc3nnnn3C)sc2c1 | 8% | 2% | -5% | 0.0 | ? | 2.6% | -6% | 8% | i
CCc1cccc(NC(=S)Nc2cccc3ccccc23)c1 | 3% | -24% | -4% | 0.8 | 9% | 7.0% | ? | ? | i
Cc1ccc(-n2ncc3c2CCCC3NC(=O)CCc2c(C)noc2C)cc1C (stereo unspecified) | -6% | -17% | 0% | 1.6 | ? | 0.1% | -2% | -21% | i
COc1cc(OC)cc(C2=Cc3ccccc3C(CC(C)=O)N2c2ccc(-c3cccs3)cc2)c1 (stereo unspecified) | · | · | · | -0.2 | · | 1.1% | 17% | · | i
